# Compound activity (PubChem)
# Htt clearance: mutant huntingtin protein clearance | AID 853 | HeLa Exon1htt(103Q)mCFP, aggregate imaging; zero = plate's median compound well | inhibition, % at 1.5 µM | hit rate 0.42% among 47,000;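 active = inhibition of aggregate fluorescence above about 70%, also judged a hit by eye on the cell image, limit read from the data, passing the limit was not always enough; inconclusive = no rule stated for this call; inactive = not judged a hit on image review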;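 also: cells exposed to compound for three days before fixation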
# Htt clearance grain fraction: second read-out of Htt clearance, no call of its own (marks repeat the call); fraction fluorescence in grains; measured here: aggregate grain fluorescence fraction; active compounds read low;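 scaled fraction of total cell fluorescence in grains with unit not stated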
# The depositor's hits bear a star; i = inactive; ? = inconclusive; / = not tested or not shown.
SMILES,Htt clearance,Htt clearance grain fraction
CC(C)c1ccc(NC(=O)N(CCc2nc3ccccc3[nH]2)C2CCCC2)cc1,42,23
O=C(NC1CCCCC1NC(=O)c1ccco1)c1ccco1 (stereo unspecified),-30,24
O=C(Cn1nc(-c2ccc(Cl)cc2)ccc1=O)NCc1ccc2c(c1)OCO2,-16,43
c1cnc2c(SCc3ccc(-c4nnco4)cc3)cccc2c1,46,18
O=C(C1=C(O)C(=O)N(c2ncccn2)C1c1ccc(Cl)c(Cl)c1)c1ccco1 (stereo unspecified),1,36
Cc1oc2c(CN3CCCC3)c(O)ccc2c(=O)c1-c1ccccc1,11,16
COc1ccc(CNc2nc3c(c(=O)n(Cc4ccc(Cl)cc4)c(=O)n3C)n2C)cc1,40,13
CCC(C(=O)Nc1cccc(C(F)(F)F)c1)c1ccccc1 (stereo unspecified),20,25
COc1ccc(C(=O)/C=C(\C)NCc2ccc3c(c2)OCO3)cc1,27,23
CCCCNC(=O)Cc1coc2ccc3ccccc3c12,-11,48
CCOC(=O)C1=C(C)N(CCO)C(=O)NC1c1cccc(O)c1 (stereo unspecified),-12,44
COc1ccc(C(CNC(=O)c2cc(=O)[nH]c3ccccc23)N2CCCC2)cc1 (stereo unspecified),-33,26
CCOc1ccc(NC(=O)N(C2CCCCC2)C(C)c2cccnc2)cc1 (stereo unspecified),69,13
COC(=O)c1ccccc1OCCCOc1ccc(C=O)cc1OC,7,28
O=C(NCCO)c1cccc(S(=O)(=O)N2CCCCC2)c1,17,31
Cc1c(Br)c([N+](=O)[O-])nn1CC(=O)NCc1cccnc1,4,19
CC1(C)Oc2ccc(C(=O)N3CCOCC3)cc2N(CC(=O)N2CCOCC2)C1=O,-54,56
CC1(C(=O)NC2CCCCC2)CCC(=O)N1Cc1cccs1 (stereo unspecified),-14,35
Cc1cccc(Nc2ncnc3nc[nH]c23)c1C,34,21
CCCN1C(=O)/C(=C/c2c(NCCCOCC)nc3c(C)cccn3c2=O)SC1=S,-86,73
O=C(CSc1ccc(-c2ccccc2)nn1)N1CCOCC1,-36,25
CCc1ccc(Nc2nnc(SCc3cc(=O)n4ccsc4n3)s2)cc1,21,17
COc1ccc(N2CCCn3c2nc2c3c(=O)n(CCCc3ccccc3)c(=O)n2C)cc1,9,31
CCn1c(COc2cccc(C)c2)nnc1SCC(=O)Nc1cccc(C(=O)O)c1,22,15
CCn1c(CSc2nnc(C)n2-c2ccccc2)nc2cc(S(=O)(=O)N(C)C)ccc21,7,36
# Going on with the list.
SMILES,Htt clearance,Htt clearance grain fraction
Cc1[nH]n(C(N)=S)c(=O)c1C(c1ccccc1)C(C#N)C#N (stereo unspecified),2,45
CCS(=O)(=O)NC(C)C(c1cccs1)N1CCN(C)CC1 (stereo unspecified),-7,34
COC(=O)c1ccc(-c2nc3ccc(C)cc3o2)cc1,i,200
O=C(NCC1CCCCC1)c1ccco1,-42,66
Cc1nnc2sc(-c3ccncc3)nn12,-18,40
CCCn1c(SCC(=O)NCc2cccs2)nc2c1c(=O)n(C)c(=O)n2C,33,26
CCCCn1nnc(NC(=O)c2cc3ccccc3o2)n1,6,18
CSc1ccc(/C=N\NC(=O)CNc2ccc(C)cc2)cc1,11,30
CCOC(=O)NC(Nc1sc2c(c1C(=O)OC)CCN(C)C2)(C(F)(F)F)C(F)(F)F,-52,60
Cc1ccc(Nc2nc(N)nc(CSc3nnc(-c4ccncc4)o3)n2)cc1,54,9.3
Cc1nn(CC#N)c(=O)n1-c1ccccc1,-34,27
CC1CCC(NC(=O)Cn2c3c(c(-c4ccccc4Cl)cc2=O)CCC3)CC1 (stereo unspecified),-64,59
CCOC(=O)CC(Nc1nc(N2CCOCC2)nc(N2CCOCC2)n1)c1ccccc1Cl (stereo unspecified),-4,38
CC(CCc1ccco1)NC(=O)Nc1cccc(F)c1 (stereo unspecified),7,31
COc1ccc(OC)c(Nc2nc(-c3sc(NC(=O)C(C)(C)C)nc3C)cs2)c1,24,30
Cc1ccc(S(=O)(=O)Nc2c(C)n(C)n(-c3ccccc3)c2=O)cc1,25,13
CCOC(=O)CN(C(=O)Cn1nnc(-c2ccc(OC)cc2)n1)C(C(=O)NC1CCCC1)c1ccc(F)cc1 (stereo unspecified),39,11
COc1ccc(CC(=O)OCn2nnc3ccccc3c2=O)cc1,-24,24
Cn1cc(SCC(=O)N2CCOCC2)c2ccccc21,6,39
C=CCn1c(=O)c2c3c(sc2n2c(Nc4ccc(C(=O)OCC)cc4)nnc12)CCCC3,8,35
O=C1C=C(NCC2CCCO2)CC(c2ccccc2)C1 (stereo unspecified),7,35
CC(C)COP(=O)(c1ccc(N(C)C)cc1)C(O)c1ccncc1 (stereo unspecified),-23,25
O=C(NCCCN1CCCC1=O)NC12CC3CC(CC(C3)C1)C2,-42,29
Cc1cccc(-n2nnc(C(=O)Nc3ccc(F)cc3)c2N)c1,25,25
C=CCNC(=S)NNC(=O)C(CCCC)CC(C)O (stereo unspecified),-9,30
# (continued)
SMILES,Htt clearance,Htt clearance grain fraction
CCOC(=O)CNC(=O)CSc1ncnc2c1cnn2-c1ccccc1,2,19
CC(=O)Nc1cc(NC(C)=O)cc(C(=O)OCC(=O)N2CC(C)OC(C)C2)c1 (stereo unspecified),5,16
COC(=O)c1c(C)oc2ccc(OC(=O)N3CCOCC3)cc12,-12,34
CCOc1ccccc1OCCOCCN1CC(C)OC(C)C1 (stereo unspecified),-24,25
Cc1c(NC(=O)C(C)N2C(=O)c3ccccc3C2=O)c(=O)n(-c2ccccc2)n1C (stereo unspecified),-10,22
CCOC(=O)c1c(NC(=O)CSc2nnc(C)c(=O)[nH]2)sc2c1CCC2,50,18
O=C(CN1CCC(n2nnc3cc(F)ccc32)CC1)Nc1ccccc1N1CCOCC1,-17,43
CCOC(=O)c1c(NC(=O)c2cccs2)sc(C(=O)N(C)C)c1C,13,17
COc1cccc(N2CC34C=CC(O3)C(C(=O)O)C4C2=O)c1 (stereo unspecified),-29,29
O=C(N1CCOCC1)N(Cc1ccco1)CC1CCCO1 (stereo unspecified),4,37
O=C(O)c1c[nH]c(=S)n1-c1ccc(F)cc1,-28,51
COc1ccc(-c2nn3cnnc3s2)cc1OC,-106,40
Cc1ccc(NC(=O)CSc2nnc(-c3cnccn3)n2Cc2ccco2)cc1,-10,44
O=C(CN1CCOCC1)Nc1ccccc1-c1ccccc1,-42,53
COC(=O)C1=C(C)NC(=S)N(C(C)=O)C1c1ccccc1 (stereo unspecified),8,20
Cc1ccc(NC2=NC3(CCCCC3)N=C(N)N2)c(C)c1,-9,20
COc1cc(C2C(C(=O)OC(C)C)=C(C)Nc3[nH]c(=O)[nH]c(=O)c32)ccc1O (stereo unspecified),12,16
CCN(CCCn1c(SCC#N)nc2ccccc2c1=O)c1ccccc1,-36,51
CC1=CCC2C(=O)N(c3ccc4ccccc4n3)C(=O)C2C1 (stereo unspecified),67,5.6
Cc1cc(C)c(N2CCN(S(=O)(=O)N3CCCCCC3)CC2)c(C)c1,-20,26
Cn1c(=O)[nH]c(=O)c2c1nc(Sc1ncccn1)n2CCCc1ccccc1,-63,72
CCN(CC)S(=O)(=O)c1cccc(C(=O)Nc2ccccc2)c1,22,29
Cc1sc2ncnc(N3CCN(CCOc4ccc(Cl)cc4)CC3)c2c1C,42,11
Cc1onc(-c2ccccc2)c1C(=O)Nc1cccnc1,-20,42
S=C1NCCOCCOCCOCCN1,17,33

# A draw from above in order of length of the SMILES, ascending:
SMILES,Htt clearance,Htt clearance grain fraction
S=C1NCCOCCOCCOCCN1,17,33
COc1ccc(-c2nn3cnnc3s2)cc1OC,-106,40
CCOc1ccccc1OCCOCCN1CC(C)OC(C)C1 (stereo unspecified),-24,25
O=C(O)c1c[nH]c(=S)n1-c1ccc(F)cc1,-28,51
Cc1onc(-c2ccccc2)c1C(=O)Nc1cccnc1,-20,42
Cc1ccc(NC2=NC3(CCCCC3)N=C(N)N2)c(C)c1,-9,20
COC(=O)C1=C(C)NC(=S)N(C(C)=O)C1c1ccccc1 (stereo unspecified),8,20
CCN(CC)S(=O)(=O)c1cccc(C(=O)Nc2ccccc2)c1,22,29
COc1cccc(N2CC34C=CC(O3)C(C(=O)O)C4C2=O)c1 (stereo unspecified),-29,29
Cc1sc2ncnc(N3CCN(CCOc4ccc(Cl)cc4)CC3)c2c1C,42,11
CCOC(=O)c1c(NC(=O)c2cccs2)sc(C(=O)N(C)C)c1C,13,17
Cc1ccc(NC(=O)CSc2nnc(-c3cnccn3)n2Cc2ccco2)cc1,-10,44
Cn1c(=O)[nH]c(=O)c2c1nc(Sc1ncccn1)n2CCCc1ccccc1,-63,72
CCOC(=O)c1c(NC(=O)CSc2nnc(C)c(=O)[nH]2)sc2c1CCC2,50,18
O=C(CN1CCC(n2nnc3cc(F)ccc32)CC1)Nc1ccccc1N1CCOCC1,-17,43
CC(=O)Nc1cc(NC(C)=O)cc(C(=O)OCC(=O)N2CC(C)OC(C)C2)c1 (stereo unspecified),5,16
Cc1c(NC(=O)C(C)N2C(=O)c3ccccc3C2=O)c(=O)n(-c2ccccc2)n1C (stereo unspecified),-10,22
COc1cc(C2C(C(=O)OC(C)C)=C(C)Nc3[nH]c(=O)[nH]c(=O)c32)ccc1O (stereo unspecified),12,16

# (cont.)
SMILES,Htt clearance,Htt clearance grain fraction
CCCS(=O)(=O)NCc1cn2cccc(C)c2n1,21,16
Cc1ccc(-c2cc(C(F)F)nc(N3CCC(C)CC3)n2)cc1,-46,24
COc1ccccc1C(=O)Nc1nc2ccc(S(C)(=O)=O)cc2s1,-90,31
COc1ccc(CCN/C=C2/CC(=O)NC2=O)cc1OC,-17,48
COc1ccc2[nH]c(C(=O)O)c(NS(=O)(=O)c3ccc(OC)c(OC)c3)c2c1,35,28
COc1ccc2cc3cc(C(=O)NCC4COc5ccccc5O4)oc3nc2c1 (stereo unspecified),0,21
COC(=O)c1ccc(N2C(=O)CC(N3CCN(c4ccccc4)CC3)C2=O)cc1 (stereo unspecified),-47,27
Cc1onc(-c2ccccc2Cl)c1C(=O)Nc1ccccc1C(=O)NC(C)C,-152,98
COc1ccc(C(CC(=O)O)NC(=O)OC(C)(C)C)cc1 (stereo unspecified),-51,29
Cc1nc2ncnn2c(Nc2ccc3c(c2)OCCO3)c1C,33,31
Cc1nnc(Sc2cc(C(=O)NCc3ccco3)c3ccccc3n2)s1,21,17
c1ccc(-c2nnc(CSc3nncs3)o2)cc1,-45,28
CCn1c(SCC(=O)N2CCCc3ccccc32)nc2cccnc21,27,12
CC(=O)c1ccc(OC(=O)N(c2ccccc2)c2ccccc2)cc1,-11,20
Cc1ccc(NC(=O)C2CCCN(S(=O)(=O)c3c(C)noc3C)C2)cc1F (stereo unspecified),36,18
CC(C)(C)c1cc(OC(=O)c2ccncc2)ccc1O,-19,23
CCCOc1ccc(N2CC(C(=O)Nc3ncccc3C)CC2=O)cc1 (stereo unspecified),-5,23
COc1ccccc1CNC(=O)CC(C)C,-4,41
COc1cc(NC(=O)N[C@H](C(=O)O)C(C)C)cc(OC)c1,45,17
O=C(NCC1CC1)c1ccc(Nc2nc3ccc(Br)cc3[nH]2)cc1,-77,69
Cc1cccc(C2N(c3nccs3)C(=O)C3CCCN32)c1 (stereo unspecified),-122,70
CCOc1ccccc1C(=O)Nc1nnc(C(C)C)s1,6,35
Cc1ccc(S(=O)(=O)C(C#N)c2nc3ccccc3nc2N2CCCC2)cc1 (stereo unspecified),-16,25
CCCc1cc(C(=O)NCCc2ccc(OC)c(OC)c2)no1,24,27
Cc1ncc(CSc2nc3ccccc3[nH]2)c(N)n1,-54,29
# Continued:
SMILES,Htt clearance,Htt clearance grain fraction
CC(NC(=O)Nc1ccc2c(c1)OCO2)C1CCCO1 (stereo unspecified),-25,24
O=C(O)c1c[nH]c2cc(C(F)(F)F)ccc2c1=O,28,30
CCCCN(CC)CCCNC(=O)C1c2ccccc2C(=O)N(C)C1c1cn(C)c2ccccc12 (stereo unspecified),30,14
CSCC[C@H](NC(=O)OC(C)(C)C)c1nnc(SCc2ccc(F)cc2)o1,43,21
COc1cccc(CNn2c(-c3cccc(C)c3)nc3ccccc3c2=O)c1O,1,33
O=C(COc1ccc(S(=O)(=O)N2CCOCC2)cc1)Nc1ccc2c(c1)OCCO2,32,13
O=C(NCCc1c[nH]c2ccccc12)c1cnc2sccn2c1=O,50,17
O=C(NCCCn1ccnc1)C(=O)NCc1ccccc1,40,11
COC(=O)C(CC(C)C)NC(=O)CSc1nc(-c2ccccc2)c(C#N)c(=O)[nH]1 (stereo unspecified),-96,39
CCOc1ccccc1C(=O)NC1CC2CCCC(C1)N2Cc1nnnn1Cc1ccco1 (stereo unspecified),-23,42
Cc1ccc(CNc2oc(COc3ccccc3Cl)nc2C#N)cc1,-15,46
CCOC(=O)c1ccc(N2C(=O)C(O)=C(C(C)=O)C2c2ccccn2)cc1 (stereo unspecified),39,14
CCOC(=O)c1c(CN2CCC(C)CC2)oc2ccc(OC)cc12,18,28
O=C(Cn1c(=O)oc2ccccc21)NC(=O)NCc1ccco1,7,22
COCCCNC(=O)CCn1c(=O)c2ccccc2n(CC(=O)Nc2cc(Cl)ccc2C)c1=O,39,24
Cc1cc(C)nc(/N=C2\NC(=O)CC(C(=O)O)N2c2ccc(Oc3ccccc3)cc2)n1 (stereo unspecified),?,/
Cc1ccc(SCc2cc(=O)[nH]c(/N=C(\N)Nc3ccc(C)c(C)c3)n2)cc1,21,31
CN1CCN(CC(=O)Nc2sc3c(c2C#N)CCC(C(C)(C)C)C3)CC1 (stereo unspecified),24,16

# Some of the entries so far, as labelled records:
COCCCNC(=O)CCn1c(=O)c2ccccc2n(CC(=O)Nc2cc(Cl)ccc2C)c1=O
  Htt clearance = 39
  Htt clearance grain fraction = 24

Cc1cc(C)nc(/N=C2\NC(=O)CC(C(=O)O)N2c2ccc(Oc3ccccc3)cc2)n1 (stereo unspecified)
  Htt clearance = ?
  Htt clearance grain fraction = /

# This is a subset; count on the stated rates, not on these rows.
